APEX1 inh: APE1 (human) endonuclease inhibition. P27695. recombinant APE1, TAMRA/BHQ-2 abasic DNA cleavage fluorescence. Potency, µM (top dose mostly 65.8 µM), for inactives: at the highest dose activity change, negative = inhibition, hits mostly inhibitors. 350,000 compounds, 0.35% hits;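 also: plate controls were vehicle for no effect and reference inhibitor for full effect; nearly all actives have a fitted effect of over 55% in size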
Target sequence (P27695 whole entry, looked up): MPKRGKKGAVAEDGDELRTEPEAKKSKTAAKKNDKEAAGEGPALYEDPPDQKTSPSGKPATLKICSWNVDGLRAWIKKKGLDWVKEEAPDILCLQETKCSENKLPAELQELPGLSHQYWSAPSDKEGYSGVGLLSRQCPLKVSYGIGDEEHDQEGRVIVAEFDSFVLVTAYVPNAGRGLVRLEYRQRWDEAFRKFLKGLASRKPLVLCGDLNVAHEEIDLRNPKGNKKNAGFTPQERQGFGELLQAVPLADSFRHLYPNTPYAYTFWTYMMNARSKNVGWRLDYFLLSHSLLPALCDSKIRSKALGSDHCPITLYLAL
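Readout is kinetic fluorescence (ex 525, em 598 nm) from cleavage of 50 nM TAMRA/BHQ-2 THF abasic duplex by 0.75 nM APE1, compound added 15 min beforehand at RT.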
POLB inh: DNA polymerase beta (human) inhibition; P06746; 340,000 compounds, 1.3% hits; AID 485314; Potency, µM (series often up to 114 µM), for the others: at the top dose activity change, negative = inhibition, most hits filed as inhibitors; Pol beta primer extension/strand displacement, fluorescence kinetic; also: % is scaled to controls: 0 for no effect and ±100 for the full control effect
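Pol beta (10 nM) and compounds were preincubated 15 min at room temperature, then 50 nM substrate (final) started primer extension/strand displacement. Reads were taken at 0 and 10 min; concentration-response data were fitted to a four-parameter Hill equation.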
BAZ2B inh: inhibitors of human BAZ2B bromodomain | 360,000 compounds, 4.4% hits | Potency, µM (top dose mostly 114 µM), for inactives: at the highest dose activity change, negative = inhibition, usual class: inhibitors | AlphaScreen BAZ2B-H3K14Ac peptide displacement; also: % is scaled to controls: 0 for no effect and ±100 for the full control effect; nearly all actives have a fitted effect of over 60% in size
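BAZ2B (50 nM) with biotin-H3(5-23)K14Ac peptide (50 nM) in PBS pH 7.4, 0.01% Tween-20, preformed 30 min, then compound 30 min at room temperature; top concentration 110uM. AlphaScreen streptavidin donor/nickel chelate acceptor beads (10 ug/mL final), 20 min dark, signal read.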
Pol eta inh: inhibitors of human DNA polymerase eta. recombinant Pol eta, fluorescent DNA replication assay. 390,000 compounds, 1.2% hits. AID 588591. Potency, µM (doses to about 114 µM), for the others: at the top dose activity change, negative = inhibition, usual class: inhibitors; also: % is scaled to controls: 0 for no effect and ±100 for the full control effect
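Pol eta at 10 nM preincubated with compounds 15 min at room temperature; reaction started with fluorescent substrate (50 nM final) and read kinetically at 0 and 10 min.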
Apoferritin bind: binds horse apoferritin like a general anesthetic | P02791 | apoferritin/1-aminoanthracene competitive binding, fluorescence | Potency, µM (titrated, usually from 77.5 µM), for inactives: top-dose activity change, negative = displacement, actives largely listed as inhibitors | 350,000 compounds, 0.074% hits | AID 485281; also: % is scaled to controls: 0 for no effect and ±100 for the full control effect; nearly all actives have a fitted effect of over 20% in size
Target sequence (P02791 2-175 limits assumed): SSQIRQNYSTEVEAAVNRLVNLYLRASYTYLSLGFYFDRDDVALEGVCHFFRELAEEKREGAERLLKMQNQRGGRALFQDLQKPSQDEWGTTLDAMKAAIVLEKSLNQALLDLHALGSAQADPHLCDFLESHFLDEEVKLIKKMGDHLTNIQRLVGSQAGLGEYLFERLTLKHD
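In PBS, apoferritin at 10 uM is loaded with 1-AMA from a 50% saturated solution. After 10 min of compound exposure at ambient temperature, reduced 535 nm fluorescence indicates probe displacement.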
POLK inh: DNA polymerase kappa (human) inhibition; purified Pol kappa, fluorescent DNA synthesis assay, 10 min; Potency, µM (series often up to 107 µM), inactives show at the top dose activity, negative = inhibition, usual class: inhibitors; 400,000 compounds, 0.53% hits; also: % is scaled to controls: 0 for no effect and ±100 for the full control effect
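Readout: fluorescence, taken kinetically at 0 and 10 min. Conditions: 10 nM Pol kappa, 15 min RT compound preincubation, 50 nM substrate final. Controls: enzyme-free buffer wells.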
G9a block: blocks human histone lysine methyltransferase G9a. Q96KQ7. G9a H3K9 monomethylation, AlphaScreen, 2 h. Potency, µM (highest dose often 102 µM), for inactives: at the highest dose activity, negative = inhibition, actives largely listed as inhibitors. 350,000 compounds, 8.8% hits. AID 504332; also: % is scaled to controls: 0 for no effect and ±100 for the full control effect; nearly all actives have a fitted effect of over 75% in size
Target sequence (Q96KQ7 913-1193 limits assumed): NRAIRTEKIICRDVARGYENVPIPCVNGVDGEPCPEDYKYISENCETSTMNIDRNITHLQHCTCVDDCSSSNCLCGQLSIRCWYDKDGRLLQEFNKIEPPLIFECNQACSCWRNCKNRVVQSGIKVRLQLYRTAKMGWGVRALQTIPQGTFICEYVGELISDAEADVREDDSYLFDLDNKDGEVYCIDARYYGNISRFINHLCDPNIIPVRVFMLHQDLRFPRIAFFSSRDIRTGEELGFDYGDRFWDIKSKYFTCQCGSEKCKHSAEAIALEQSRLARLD
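G9a (20 nM) was preincubated 15 min with compound, then reacted 2 h at room temperature with 500 nM biotin-H3K9 peptide and 20 µM SAM. Monomethyl-H3K9 detected by AlphaScreen using anti-H3K9me1 antibody.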
POLI inh: DNA polymerase iota (human) inhibition; Q9UNA4; Pol iota fluorescent replication assay, 10 min; Potency, µM (series often up to 115 µM), without a hit: top-dose activity, negative = inhibition, usual class: inhibitors; 390,000 compounds, 1% hits
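Fluorescent replication assay read twice, at 0 min and 10 min after adding 50 nM (final) substrate. Enzyme (10 nM) and compounds were first incubated 15 min at room temperature; enzyme-free buffer wells were negative controls.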
BLM helicase inh: Bloom syndrome helicase (human) inhibition; P54132; recombinant BLM DNA unwinding, fluorescence dequenching; Potency, µM (titrated, usually from 56.1 µM), inactives show at the highest dose activity change, negative = inhibition, usual class: inhibitors; 350,000 compounds, 0.2% hits;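 also: plate controls were vehicle for no effect and no enzyme for full effect; nearly all actives have a fitted effect of over 35% in size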
Starred values were filed as active, the others as inactive; u = inconclusive; x = not tested or not shown; & = joins results of further samples; [ ] = remark or other dose. Calls follow the shape of the dose curve; as a rule, active = well fitted curve in the direction sought with a large enough effect; inconclusive = small, poorly fitted or top-dose-only effect, or another doubt; inactive = no such curve, though single readings can be large; an effect the other way counts as inactive or inconclusive. Potency is read from the fitted curve at half-maximal effect. This is a subset; the hit share may differ from the screen's.

Values in the order – APEX1 inh	POLB inh	BAZ2B inh	Pol eta inh	Apoferritin bind	POLK inh	G9a block	POLI inh	BLM helicase inh
> CC(C)(CNC(=O)c1cc(-c2ccc(Cl)s2)nc2ccccc12)N1CCOCC1
→ u	x	10%	-19%	x	11%	-5%	41%[activator]	x
> Cc1cc(NC(=O)CSc2nnc3c(C)cc4ccccc4n23)no1
→ 6%	-19%	-25%	4%	-10%	-6%	-7%	u	2%
> Cc1cnc(CNc2ccnc(-c3ccccc3C(F)(F)F)n2)cn1
→ -1%	x	x	x	x	3%[60.1 µM]	3%[0.501 µM]	x	4%
> Cc1ccc(C)n1CCN1CCN(CC(=O)Nc2cc(C(F)(F)F)ccc2Cl)CC1
→ 1%	10%	u	x	u	x	u	x	-10%
> Cc1nc2cnc(N(C)C)nc2n(CCC#N)c1=O
→ 14%	x	x	x	x	0%[60.1 µM]	5%[0.501 µM]	x	3%
> CCN1CCCC1CNC(=O)c1ccc2c(c1)N(Cc1cccc(Cl)c1)C(=O)c1ccccc1S2(=O)=O (configuration not stated)
→ -19%	11%	-29%	-18%	-18%	-2%	2%[0.501 µM]	23%	3%
> O=C(COC(=O)/C=C/c1cccs1)NC(c1ccccc1)c1ccccc1
→ -3%	-3%	-1%	-12%	0%	-12%	-7%	32%[activator]	1%
> COC(=O)c1ccc(OCC(O)CN2C(=O)c3ccccc3S2(=O)=O)cc1 (configuration not stated)
→ 6%	-1%	-26%	-14%	-16%	14%	12%	56%[activator]	0%
> Cc1ccc(C)n1-c1c(C(=O)NCC(C)c2ccccc2)sc2ncccc12 (configuration not stated)
→ x	-10%	-2%	-11%	-12%	-9%[60.1 µM]	-27%[59 µM]	-11%	-4%
> COc1ccc(C(=O)COC(=O)c2cc(C)no2)c(OC)c1
→ -7%	x	u	u	x	-41%	5%[0.0925 µM]	50µM*	x
> COc1ccc(S(=O)(=O)NC(C)C(=O)NCc2cccnc2)cc1Cl (configuration not stated)
→ 30%	0%	10%	-16%	1%	-8%	1%	31%[activator]	-1%
> Cc1cc(C)cc(OCC(=O)NNC(=O)c2cc(C)[nH]n2)c1
→ -2%	7%	-35%	-2%	-8%	-18%	u	1%	0%
> COc1ccc(/C=N/NC(=O)c2ccoc2C)cc1COc1ccc(Cl)cc1
→ -4%	43%	-13%	-4%	-4%	-6%	0%[59 µM]	u	-13%
> COc1ccccc1C(=O)Nc1ccc(OCc2cc(=O)n3ccc(C)cc3n2)cc1
→ x	-24%	6%	-18%	-9%	1%[60.1 µM]	7%[59 µM]	-3%	-3%
> COCCn1cnc2c1-c1ccc(OC)c(c1)OC/C=C\COc1cccc-2c1
→ 1%	x	x	x	-21%	-2%	x	-15%	4%
> Cc1cc(NC(=O)c2ccc([N+](=O)[O-])cc2Cl)ccc1NC(=O)c1ccco1
→ -1%	10%	-1%	-12%	2%	-4%	-6%[59 µM]	33%[activator]	3%
> CC(C(=O)Nc1cc(C(F)(F)F)ccc1N1CCOCC1)N1C(=O)C2CC=CCC2C1=O (configuration not stated)
→ 2%	-6%	9%	-6%	-16%	-15%	13%[59 µM]	u	-7%
> CC1=C(C(=O)OCC(C)C)C2(O)C(=O)c3ccccc3C2(O)N1 (configuration not stated)
→ -2%	21%	10%	-5%	5%	-5%	-3%[59 µM]	10%	1%
> CCOc1ccc(OCCSc2nc3ccccc3n2CC(=O)O)cc1
→ -9%	u	u	-18%	-2%	-8%	x	23%	-4%
> Cc1cccc(NC(=O)C2CCN(C(=O)c3ccccc3C)CC2)n1
→ 8%	x	-4%	-12%	x	8%	12%[12.7 µM]	24%	x
> Nc1cc(-c2cccc(F)c2)nn1S(=O)(=O)c1cccc2nsnc12
→ -5%	-27%	-35%	-14%	-16%	11%	0%[59 µM]	39%[activator]	3%
> COc1ccc2nc(SCC(=O)N3CCNC3=O)[nH]c2c1
→ -6%	9%	-27%	-15%	-5%	5%	-45%	-4%	-1%
> CCCCn1nc(C(=O)Oc2ccc3c(C)cc(=O)oc3c2)c2ccccc2c1=O
→ -3%	3%	-1%	-10%	228%[activator]	-12%	2.8µM*	-12%	-1%
> Cc1ccccc1OCCCCn1c(CCNC(=O)C(C)(C)C)nc2ccccc21
→ x	-1%	u	-20%	-4%	-13%	-3%[59 µM]	5%	-13%
> C=CCN1CCc2cc(O)c(O)cc2C(c2ccccc2)C1 (configuration not stated)
→ 17%&3%	1%[57.1 µM]	-6%	-10%	x	-2%[60.1 µM]	10µM*	-5%	x
> c1ccc(CCC2CCCCN2Cc2nc(C3CC3)no2)cc1 (configuration not stated)
→ 15%	85%	6%	-9%	-10%	-12%	x	-4%	-4%
> CC(C)CC1Nc2ncnc(N3CCN(c4ccccn4)CC3)c2N(Cc2ccc(Cl)cc2)C1=O (configuration not stated)
→ -18%	x	x	-7%	x	-19%	x	u	x
> O=C(O)CC1=C(c2ccc(F)cc2)CCC1=O
→ -2%	21%	1%	-3%	5%	-11%	-17%[59 µM]	2%	4%
> Cc1ccccc1NC(=O)CSc1ccncc1
→ 2%	-16%	-23%	-16%	-23%	-5%	-19%	-10%	-6%
> COc1cccc(C2CC(=O)Nc3cc4c(cc32)OCCO4)c1OC (configuration not stated)
→ x	4%	-17%	-14%	9%	1%	-27%[59 µM]	-2%	-1%

Single records, as listed above. Order of screens: APEX1 inh, POLB inh, BAZ2B inh, Pol eta inh, Apoferritin bind, POLK inh, G9a block, POLI inh, BLM helicase inh
Entry for `Cc1cccc(NC(=O)C2CCN(C(=O)c3ccccc3C)CC2)n1` → 8%, x, -4%, -12%, x, 8%, 12%[12.7 µM], 24%, x
Entry for `C=CCN1CCc2cc(O)c(O)cc2C(c2ccccc2)C1` (configuration not stated) → 17%&3%, 1%[57.1 µM], -6%, -10%, x, -2%[60.1 µM], 10µM*, -5%, x
Entry for `COc1ccccc1C(=O)Nc1ccc(OCc2cc(=O)n3ccc(C)cc3n2)cc1` → x, -24%, 6%, -18%, -9%, 1%[60.1 µM], 7%[59 µM], -3%, -3%

Returning to the listing, repeating the 3 entries before the break.
Values in the order – APEX1 inh	POLB inh	BAZ2B inh	Pol eta inh	Apoferritin bind	POLK inh	G9a block	POLI inh	BLM helicase inh
> O=C(O)CC1=C(c2ccc(F)cc2)CCC1=O
→ -2%	21%	1%	-3%	5%	-11%	-17%[59 µM]	2%	4%
> Cc1ccccc1NC(=O)CSc1ccncc1
→ 2%	-16%	-23%	-16%	-23%	-5%	-19%	-10%	-6%
> COc1cccc(C2CC(=O)Nc3cc4c(cc32)OCCO4)c1OC (configuration not stated)
→ x	4%	-17%	-14%	9%	1%	-27%[59 µM]	-2%	-1%
> CCOC(=O)Nc1ccc2c(c1)Sc1ccccc1N2C(=O)CCN1CCOCC1
→ -5%	8%	-25%	-24%	-8%	-15%	u	15%	-2%
> Cc1ccc(S(=O)(=O)N2CCCCC2)cc1NC(=O)CSc1ncccn1
→ 11%	x	2%	-12%	x	-7%	-10%[2.33 µM]	u	x
> Cc1cccc(NC(=O)c2ccc(Cl)c(S(=O)(=O)N3CCc4ccccc43)c2)n1
→ 3%	x	16%	-11%	x	-1%	-26%[12.7 µM]	-21%	x
> Cc1ccc(N2C(=O)CC(Nc3cccc4ccccc34)C2=O)cc1 (configuration not stated)
→ 0%	13%	-11%	0%	-5%	-6%	14µM*	160%[activator]	1%
> O=[N+]([O-])c1ccccc1/C=C/c1ccc2ccccc2n1
→ -5%	28%	u	-14%	u	-5%	x	34%[activator]	-5%
> Cc1cc(C)c(C(=O)Cn2nc(C(=O)O)c3ccccc3c2=O)cc1C
→ 12%	16%	-2%	-11%	-5%	-6%	21%	-23%	-2%
> COc1ccc(OCC(=O)Nc2ccc(S(=O)(=O)N3CCCCCC3)cc2)cc1
→ -7%	6%	3%	-7%	-16%	-2%	-31%[12.7 µM]	-7%	-10%
> Cc1nnc(SCCn2c(N3CCC(C)CC3)nc3c2c(=O)[nH]c(=O)n3C)s1
→ 9%	7%	-18%	-5%	-4%	1%	8%[59 µM]	0%	-2%
> CCCOc1ccc(C2NC(=S)NC(c3ccccc3)=C2C(=O)Nc2ccc(C)cc2)cc1OC (configuration not stated)
→ 3%	2%	-33%	-30%	-20%	-22%	-20%[59 µM]	9%	-14%
> CCN(CC)C(=O)c1ccc(CS(=O)(=O)c2ccc(Br)cc2)cc1
→ 21%	1%	-7%	-10%	-8%	-7%	3%[0.501 µM]	146%[activator]	-6%
> COC(=O)c1sc(NC(=S)NC(=O)c2cc(OC)c(OC)c(OC)c2)nc1C
→ 27%	15%	-8%	-3%	-2%	-11%	71µM*	-24%	-11%
> Cc1ccc(S(=O)(=O)CCNC(=O)Cc2ccccc2)cc1
→ 1%	11%	-12%	-3%	-2%	-8%	2%	70%[activator]	3%
> O=S(=O)(c1ccc2c(c1)OCCO2)C1CCC(S(=O)(=O)c2c(F)cccc2F)CC1 (configuration not stated)
→ 9%&15%	x	8%	-10%	x	0%	4%[12.7 µM]	1%	x
> COc1ccc(CNC(=O)CC2C(=O)NCCN2CC(C)(C)C)c(OC)c1 (configuration not stated)
→ -3%	22%	-1%	-13%	-11%	10%[60.1 µM]	u	14%	-5%
> CC(=O)Nc1ccc(S(=O)(=O)N2CCC(C(=O)c3ccc(F)cc3)CC2)cc1
→ 11%	1%	-22%	-14%	4%	-6%	15%	40%[activator]	-6%
